# Screening data as filed in PubChem.
# HCT116 PTEN-null: PTEN-deleted cell growth suppression. HCT116 PTEN-null viability, CellTiter-Glo, 60 h; stronger effect = lower value. 140,000 tested, 1.2% active. AID 827. viability, % at 10 µM;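 active means viability at or below a set limit, 4 SD under the median of all tested compounds, cut at about 3.7% in these data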;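 further: PTEN knockout HCT116 line with beta catenin targeted HCT116 as companion control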
# MRP-1 activ: activators of MRP-1 | H69AR cells + doxorubicin, viability rescue, CellTiter-Glo | viability increase, % at 10 µM | 140,000 tested, 0.61% active | AID 799;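 active means viability gain under doxorubicin at or above a set limit, the compound median plus 3 SD, cut at about 4.7% in these data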;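 further: MRP-1 overexpressing cells given doxorubicin 25 µM after compound pretreatment; 18-22 h compound pretreatment then 72 h with doxorubicin before readout; 0% = doxorubicin-only wells and 100% = vehicle-treated cells without doxorubicin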
# HCT116 bCat-KO: beta-catenin-lacking colon tumor cell growth suppression. HCT116 beta-catenin knockout viability, CellTiter-Glo, 60 h; stronger effect = lower value. viability, % at 10 µM. 140,000 tested, 1.5% active. AID 818;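 active means viability at or under a set limit, the compound median less 4 SD, cut at about 6% in these data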;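 further: 0% = Hyamine 1622 control at 20 µM and 100% = untreated cell control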
# Phagocytosis inh: inhibitors of macrophage phagocytosis. inhibition, % at 5 µM. 110,000 tested, 0.07% active. AID 1029. J774A.1 macrophage IgG-bead phagocytosis, imaging;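 active means inhibition above the mean of the plate negative controls plus 5 SD, cut at about 13% in these data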;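 further: phagocytic index as fraction of beads internalized from green versus red external bead signal; plate controls were DMSO negative control for no effect and cytochalasin-D positive control for full effect; some results beyond the cut were filed as inactive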
# E-sel TNF inh: blocks E-selectin expression induced by TNF alpha. HUVEC TNFa-induced E-selectin immunofluorescence, high content. inhibition, % at 2 µM. 120,000 tested, 0.71% active;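 active means inhibition above the batch mean plus 3 SD, and confirmed as a hit on visual image review, cut at about 43% in these data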;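 further: 0% = TNF-stimulated DMSO wells and 100% = unstimulated control wells; not every result past the cut was called active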
# Measles CPE: protection of cells from measles virus; protection (pct of control), % at 4 µM; 140,000 tested, 1.5% active; Measles virus-infected cells, CPE protection, absorbance; in the data active means protection mostly above about 24%, no sharp cut-off; inactive means mostly below about 26%; further: some compounds called inactive have numbers as strong as hits
# BB579 growth dn: chemicals that inhibit yeast BB579 growth in restrictive medium (lifespan-shortening candidates); S. cerevisiae BB579 growth, OD615, 48 h; inhibition, % at 10 µM; 140,000 tested, 0.51% active; AID 804;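 active means inhibition above a set limit, 3 SD over the mean compound inhibition, cut at about 44% in these data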; further: inactives centre near -24
#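 System: DeaD yeast strain BB579; buffer or medium: CSMM-D dextrose restrictive medium; technique: OD at 615 nm; schedule: 4 h cell preincubation, 48 h compound exposure, 30 °C humidified; doses: single 10 µM dose; controls: amphotericin B 10 µg/mL, positive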
# NPY Y2 blocker: antagonists of human neuropeptide Y receptor Y2; P49146; NPY-Y2 expressing cells, antagonist mode; inhibition, % at 2.7 µM; 140,000 tested, 0.99% active; AID 793; in the data active means inhibition above about 17%;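 further: 0% = vehicle with agonist challenge and 100% = reference antagonist with challenge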
# Target sequence (P49146 whole entry, looked up): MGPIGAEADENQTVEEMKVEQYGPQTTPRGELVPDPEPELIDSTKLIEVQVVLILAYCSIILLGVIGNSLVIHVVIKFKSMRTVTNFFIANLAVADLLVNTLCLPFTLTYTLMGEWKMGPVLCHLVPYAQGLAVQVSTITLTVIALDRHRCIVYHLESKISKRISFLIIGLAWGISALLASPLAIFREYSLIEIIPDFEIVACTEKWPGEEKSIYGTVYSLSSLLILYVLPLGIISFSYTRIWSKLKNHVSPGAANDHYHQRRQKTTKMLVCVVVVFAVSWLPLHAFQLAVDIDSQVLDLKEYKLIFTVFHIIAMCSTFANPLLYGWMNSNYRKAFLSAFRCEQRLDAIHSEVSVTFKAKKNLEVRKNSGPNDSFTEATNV
# Yeast life ext: yeast lifespan extension; S. cerevisiae growth with nicotinamide, OD615; deaD strain in restrictive glucose medium; inhibition of the nicotinamide effect, % at 10 µM; 130,000 tested, 0.68% active; AID 775;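 active means inhibition above a set limit, placed 3 SD over the median of all compounds, cut at about 26% in these data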;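 further: 0% = nicotinamide-treated wells and 100% = cells grown without nicotinamide; some compounds called inactive have numbers as strong as hits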
#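 Buffer or medium: CSMM-D glucose medium, restrictive; test system: modified budding yeast, DeaD strain; compound: single dose 10 µM compound, 0.25% DMSO; schedule: culture preincubation 4 h, compound exposure 48 h, both 30 °C; detection: optical density (absorbance) at 615 nm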
# GALR2 antag: blocks the human galanin receptor 2; O43603; inhibition, % at 4 µM; GALR2-expressing cells, antagonist mode; 140,000 tested, 0.39% active; in the data active means inhibition above about 27%;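 further: cells stimulated with galanin 1-16 at roughly its EC80; 0% = agonist challenge control and 100% = basal control without agonist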
# Target sequence (O43603 whole entry, looked up): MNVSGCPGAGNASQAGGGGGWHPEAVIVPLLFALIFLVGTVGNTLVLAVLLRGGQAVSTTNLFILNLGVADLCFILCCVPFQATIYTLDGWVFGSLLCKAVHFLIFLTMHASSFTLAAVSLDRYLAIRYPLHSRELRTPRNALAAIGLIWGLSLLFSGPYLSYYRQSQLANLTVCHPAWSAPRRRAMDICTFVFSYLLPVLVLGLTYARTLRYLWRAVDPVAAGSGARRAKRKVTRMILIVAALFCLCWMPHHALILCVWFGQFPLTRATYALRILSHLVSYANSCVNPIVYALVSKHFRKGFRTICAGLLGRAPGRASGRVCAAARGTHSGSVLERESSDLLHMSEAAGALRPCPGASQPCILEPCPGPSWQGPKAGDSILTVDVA
# * = called active by the depositor; · = no result given.
SMILES,HCT116 PTEN-null,MRP-1 activ,HCT116 bCat-KO,Phagocytosis inh,E-sel TNF inh,Measles CPE,BB579 growth dn,NPY Y2 blocker,Yeast life ext,GALR2 antag
Cc1cc(NC(=O)CSc2ccc(Cl)cc2)no1,99.4,-1.4,101.2,1.8,-10.0,9.5,-6.8,-0.8,-9.0,-6.7
CCN(CC)C(=O)C1CCCN(C(=O)Nc2ccc3nsnc3c2)C1 (centres undefined),86.4,-4.0,92.9,1.1,0.5,4.6,-22.4,3.6,4.7,3.7
CCc1cc(C(=O)N/N=C/c2c(C)[nH]c3ccccc23)cs1,74.2,-1.5,68.2,-2.9,·,5.3,-23.6,-0.3,-4.9,5.5
CCOC(=O)c1ccccc1NC(=O)C=C(C)C,84.0,0.2,87.0,-3.7,·,12.2,-14.1,4.2,-6.0,-0.5
O=C(CCCn1c(=S)[nH]c2ccccc2c1=O)N1CCOCC1,89.4,-0.9,100.9,1.8,-6.8,9.1,7.6,0.2,-8.4,-4.2
CCOC(=O)C(=O)c1csc(NC(=O)COc2ccc(N(C)S(=O)(=O)c3ccc(F)cc3)cc2)n1,99.5,0.1,93.2,-0.7,-1.8,13.7,-5.9,5.6,-12.2,-9.7
CCC(=O)Nc1cccc(-c2nnc(-c3cccc(NC(=O)CC)c3)o2)c1,87.5,-2.3,94.3,·,-22.8,15.3,-32.3,-3.1,-22.9,5.3
CCOC(=O)N1CCN(Cc2ccccc2Cl)CC1,95.9,0.8,92.0,-0.2,-17.3,26.0,-36.1,4.2,0.2,17.7
N#C/C(=C\c1cc(Cl)cc(Cl)c1O)C(=O)NC1CCCCC1,83.4,0.8,96.4,-2.6,100.0*,15.5,-17.3,1.1,19.1,-17.8
O=C(COc1ccc2c3c(c(=O)oc2c1)CCC3)NC1CCCCC1,99.1,3.7,95.8,-0.9,-42.4,4.2,-17.8,6.3,-0.7,8.0
Cc1cccc(NC(=S)NCCc2ccc(S(N)(=O)=O)cc2)c1C,88.0,-2.2,84.7,-15.5,·,·,-11.8,0.5,2.1,-3.9
COC(=O)c1ccc(CSc2nccn2C)cc1,97.9,-0.1,92.0,-1.3,-2.8,3.9,28.3,-0.1,-5.2,5.8
N#Cc1nc(-c2ccccc2F)oc1N1CCCC1,90.4,-1.5,98.7,-0.3,15.0,18.5,4.1,0.8,-14.6,-1.0
CCc1ccccc1-n1c(SCC(=O)N2CCCC2)nnc1-c1ccccn1,104.7,-1.9,95.7,-0.3,-5.7,5.6,-28.4,1.1,-4.5,1.8
COc1cc2c3c(c1)C1(C(=O)N3C(C)(C)C=C2C)C(C#N)=C(N)Oc2cc(O)ccc21 (centres undefined),73.8,-4.7,74.0,-0.3,-14.2,13.3,10.8,4.4,3.3,7.3
COc1ccc2[nH]c(C(=O)O)c(CCNC(C)=O)c2c1,102.7,-0.9,100.6,·,5.7,8.6,3.7,-0.6,-9.5,1.1
O=C(O)c1ccc(Br)c(S(=O)(=O)N2CCCC2)c1,91.0,-1.3,84.0,2.9,19.8,5.4,-37.4,-1.8,-29.1,5.5
CCOc1cc(C2C(C(=O)N3CCCCC3)=C(C)NC3=C2C(=O)CC(C)(C)C3)ccc1O (centres undefined),·,1.1,102.5,·,·,8.6,-15.6,0.0,-12.4,-3.2
COc1cccc(CN2CCN(C(=O)CC(C)C)CC2)c1,98.8,-1.6,98.3,-2.1,25.6,13.6,-31.6,2.2,-2.3,-1.3
COc1cc(CN2CCN(c3cccc(C)c3C)CC2)cc(OC)c1O,91.8,-1.0,77.5,-1.0,-2.9,3.5,6.8,4.5,3.8,4.5
COc1ccc(OCCCN2CCCC(C)C2)cc1 (centres undefined),108.9,0.6,97.4,-0.2,-1.9,11.2,-16.6,1.8,-2.8,-4.9
Cc1cc(C)c2c(-n3cccc3)nn(CC#N)c2n1,109.3,1.3,98.5,·,-9.8,6.3,-29.2,3.8,-5.0,2.0
COc1ccc(COc2ccccc2C(N)=O)cc1F,87.7,-1.0,87.5,·,8.4,1.7,-29.9,3.1,2.9,6.0
CCCCCOc1ccc(Br)cc1/C(C)=N/NC1=NCCN1,4.4,-7.5,3.1*,·,4.0,13.5,-24.7,54.4*,·,28.1*
CC1(C)Cc2ccccc2C(N)=C1C#N,83.8,-4.3,84.7,-3.3,8.0,2.7,-27.8,8.9,3.7,-8.4
Cc1ccc(SCC(=O)NCCSCc2ccccc2)cc1,96.5,-2.2,92.6,-3.6,·,17.3,-29.6,14.6,-2.0,-1.5
CCC1(C)N([O-])C(C)=C(c2ccccc2)[N+]1=O (centres undefined),99.4,0.0,99.2,-0.3,13.9,24.5,-32.8,0.5,10.0,-1.6
CC(=O)/C(=N\Nc1ccc(C)cc1)N1CCOCC1,87.1,-1.5,82.2,3.8,-39.1,2.5,92.3*,0.0,-13.3,3.6
COc1ccc(/C=C2\N=C(C)N(c3ccc4ccccc4c3)C2=O)cc1OC,74.3,-3.2,73.6,-2.9,·,0.5,-15.2,0.8,3.4,-5.2
Cc1cc(C)nc(-n2nc(C)cc2NC(=O)CNCc2ccccc2)n1,89.5,-2.8,91.0,-0.7,-6.3,7.2,-14.1,7.8,-4.5,5.5
CCCC(=O)c1ccc(N2CCN(S(=O)(=O)c3ccc(C)cc3)CC2)c(F)c1,82.8,-4.0,84.0,-0.1,·,6.0,5.4,4.5,-6.4,-13.5
COc1ccc2nc3oc(C(=O)NC4CCN(Cc5ccccc5)CC4)cc3cc2c1,40.3,-5.4,40.3,·,-12.9,1.5,-8.9,1.8,-10.2,-6.6
Cc1cc(/C=C(\C#N)C(=O)Nc2ccc(Cl)cc2)c(C)n1-c1ccc(N2CCOCC2)c([N+](=O)[O-])c1,77.5,-0.4,66.1,·,-10.0,2.4,-41.9,3.0,8.2,13.8
CCOCCCNC(=O)CCS(=O)(=O)Cc1ccc(C)cc1,99.1,0.2,92.5,·,9.8,11.8,-15.4,1.5,-5.5,-5.2
O=C(NC(Cc1ccccc1)c1nc2ccccc2[nH]1)C1CC(=O)N(c2ccc3c(c2)OCCO3)C1 (centres undefined),77.2,-0.7,76.7,-0.5,-57.5,16.9,-94.5,-1.0,-3.0,1.1
CN(CC(=O)Nc1ccc(S(N)(=O)=O)cc1)c1ccccc1,97.8,0.3,108.3,-0.1,-7.4,16.9,-36.9,-2.2,-4.2,3.0
CS(=O)(=O)Nc1ccc(S(=O)(=O)Nc2nccs2)cc1,105.6,0.2,89.8,-1.3,-10.1,4.9,-28.3,1.0,-6.0,8.8
Cc1ccc2c(c1)C(C)(C)[C@]1(C)NC(=O)CCN21,90.4,-2.0,86.8,3.2,·,6.8,-53.0,-2.6,-12.6,-2.9
CC1CC(C)CN(CC(=O)N2c3ccccc3CCc3ccccc32)C1 (centres undefined),76.5,-2.2,74.3,·,10.4,4.4,-16.0,0.5,-20.7,-0.5
Cc1cc(C)c(C)c(OCCOCCN2CCOCC2)c1,91.3,-1.7,95.1,-0.3,-19.8,5.5,-29.1,-0.1,-4.5,-8.6
CCCCCCCCNC(=O)c1cccnc1SCC(=O)Nc1ccccc1OC,95.1,-3.3,91.9,1.0,18.4,1.7,-18.3,9.6,-3.7,-4.3
COc1ccc(OC)c(N(CC(=O)Nc2ccc3c(c2)OCCO3)S(C)(=O)=O)c1,101.9,-3.5,108.6,-0.2,-47.6,26.4,-40.0,1.2,-5.5,1.6
O=C(c1ccccc1)c1ccc2nc[nH]c2c1,105.7,-1.1,110.0,-0.6,-10.1,27.0,-19.4,-1.5,12.3,2.7
O=C1c2cccnc2C(O)N1C1CCCCC1 (centres undefined),86.1,-0.5,93.7,·,·,4.5,-35.1,4.5,-18.8,-1.4
Cc1ccc(/C=C/C(=O)Nc2nccs2)o1,106.0,2.3,96.5,-5.6,·,8.1,3.0,1.1,-7.1,2.2
CCOc1ccccc1C(=O)Nn1c(C2CCC2)nc2ccccc2c1=O,84.9,-2.0,83.2,-1.2,-24.6,7.7,12.3,2.9,-11.1,6.9
Cc1ccccc1C(=O)Nc1ccccc1,92.5,0.1,87.7,-0.9,-5.2,7.7,-0.1,0.3,-9.7,7.9
FC(F)(F)c1cnc(N2CCC(=NOCc3ccc(Cl)cc3)CC2)c(Cl)c1,91.2,2.7,89.5,·,6.9,7.4,-15.0,2.8,-11.8,-6.2
Cc1cccc(NC(=O)COc2ccc(Br)cc2)n1,94.4,0.2,100.5,-0.1,4.7,27.8,-3.4,5.0,-12.4,-3.3
COCCNC(=O)c1onc(CCl)c1C(=O)OC,90.3,-5.5,89.7,-1.2,-10.0,2.3,-17.2,3.9,-18.9,15.3
O=C(N[C@@H](c1ccccc1)[C@@H]1C[C@H]1C(=O)NCc1ccccn1)OCc1ccccc1,85.9,-1.8,89.8,·,-15.2,7.8,-32.8,1.2,4.3,14.1
COc1cc(/C=C(/C#N)c2nc3ccccc3[nH]2)ccc1OCC(=O)Nc1ccccc1C,19.3,-5.1,25.8,·,5.4,0.4,-34.1,4.1,-8.0,-18.7
O=C(CSc1nc2ccc([N+](=O)[O-])cc2[nH]1)NC1CCCCCC1,71.5,-3.3,59.8,-4.0,·,5.4,7.6,5.4,-1.4,-0.9
O=C(CNCCO)N1CCc2ccccc21,104.3,-1.7,96.4,·,-15.3,13.5,-23.1,-2.4,-7.8,-6.7
COc1ccccc1NC(=O)C(NC(=O)OC(C)(C)C)C(C)OCc1ccccc1 (centres undefined),64.5,-1.5,64.6,·,12.6,3.5,-49.2,5.8,-8.3,-10.8
COc1ccc(Cl)c(NCCC(=O)O)c1,93.0,-2.5,95.0,·,-8.0,7.6,-19.6,2.6,-6.3,0.7
COc1ccc(-n2c(SCC(=O)c3ccc[nH]3)nnc2-c2ccccc2)cc1,108.2,-0.6,94.1,1.6,6.1,24.6,-3.6,1.4,-2.2,-4.4
Cc1noc(C)c1S(=O)(=O)Nc1ccc(C(=O)NC2CCCCCC2)cc1,98.7,-1.3,93.1,-2.8,-8.7,4.8,-0.6,2.5,-6.8,2.4
CCSc1nnc(NC(=O)C(C)(C(F)(F)F)C(F)(F)F)s1,88.0,0.4,90.0,3.8,·,5.7,1.1,0.9,-3.6,4.9
O=C(NCc1ccccc1)NC1(C(=O)N2CCOCC2)CCCCC1,103.0,0.0,108.5,-0.5,·,8.2,-55.1,-1.8,3.9,-15.1
CC1(C)C(=O)OC(c2c(F)c(F)c(F)c(F)c2F)C2(CCCCC2)C1=O (centres undefined),84.5,-1.2,82.6,0.4,14.9,16.9,-33.4,3.5,-18.7,-0.4

# Ordered by length of the SMILES (highest first): some entries from above.
SMILES,HCT116 PTEN-null,MRP-1 activ,HCT116 bCat-KO,Phagocytosis inh,E-sel TNF inh,Measles CPE,BB579 growth dn,NPY Y2 blocker,Yeast life ext,GALR2 antag
CCOc1ccccc1C(=O)Nn1c(C2CCC2)nc2ccccc2c1=O,84.9,-2.0,83.2,-1.2,-24.6,7.7,12.3,2.9,-11.1,6.9
O=C(c1ccccc1)c1ccc2nc[nH]c2c1,105.7,-1.1,110.0,-0.6,-10.1,27.0,-19.4,-1.5,12.3,2.7
O=C1c2cccnc2C(O)N1C1CCCCC1 (centres undefined),86.1,-0.5,93.7,·,·,4.5,-35.1,4.5,-18.8,-1.4

# An unsorted share of the library; about 6.1% have a hit in one of these screens.
